Compound activity (PubChem BioAssay)
Sm TGR block: qHTS Assay for the Inhibitors of Schistosoma Mansoni Peroxiredoxins; Schistosoma mansoni thioredoxin glutathione reductase (TGR), Q962Y6; purified TGR, DTNB reduction, TNB absorbance 405 nm; Potency, µM (series often up to 114 µM), for inactives: at the top dose activity change, negative = inhibition, actives largely listed as inhibitors; 360,000 compounds, 3% hits; note: potency is the fitted concentration of half-maximal effect; nearly all actives have a fitted effect of over 60% in size
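TGR 20 nM + NADPH 100 uM (dispensed conc.), cpd preinc 15 min RT; start with NADPH (500 uM addition) then DTNB (15 mM addition). Kinetic TNB absorbance, 405 nm filter. Four-parameter Hill fit across titration.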
HCMV inh: qHTS Assay for inhibitors of the human cytomegalovirus (HCMV); HFF cells, HCMV-luciferase reporter, 72 h; active compounds read low; activity change, negative = inhibition, % at 57.5 µM; 410,000 compounds, 4.5% hits; AID 1259415, 2018; in the data active = activity change below about -60%; inconclusive = no clear call, values can overlap the other calls; inactive = above about -39%
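Two compound doses tested in HFFs infected with HCMV-luciferase, MOI 1 PFU/cell, 72 h at 37C. Lysate luminescence read with OneGlo; data normalized against buffer-only and 10uM Salinomycin inhibitor controls.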
AmpC inh detg: qHTS Inhibitors of AmpC Beta-Lactamase (assay with detergent); 370,000 compounds, 0.041% hits; P00811; AmpC hydrolysis of nitrocefin, absorbance 480 nm, 0.01% Triton; AID 485294, 2010; Potency, µM (series often up to 114 µM), inactives show top-dose activity change, negative = inhibition, hits mostly inhibitors;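 note: potency is the fitted concentration of half-maximal effect; 0% = no-compound wells and -100% = no-enzyme wells; nearly all actives have a fitted effect of over 25% in size; some results filed as inactive show a strong effect at the top dose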
Target sequence (P00811 whole entry, looked up): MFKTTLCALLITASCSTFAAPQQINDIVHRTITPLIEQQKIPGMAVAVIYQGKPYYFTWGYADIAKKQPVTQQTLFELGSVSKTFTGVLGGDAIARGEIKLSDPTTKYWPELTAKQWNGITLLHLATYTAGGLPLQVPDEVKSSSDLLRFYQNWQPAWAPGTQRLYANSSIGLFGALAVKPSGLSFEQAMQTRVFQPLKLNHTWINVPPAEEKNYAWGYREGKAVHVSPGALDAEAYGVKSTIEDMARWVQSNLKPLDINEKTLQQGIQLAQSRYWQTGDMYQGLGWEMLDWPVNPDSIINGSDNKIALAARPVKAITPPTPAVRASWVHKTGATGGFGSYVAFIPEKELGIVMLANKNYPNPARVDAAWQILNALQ
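20 mM phosphate pH 7.0 + 0.01% (detergent screen) or 0.0001% Triton X-100; 5.3 nM AmpC reagent; cpd preinc 15 min RT; nitrocefin (800 uM stock) to start; A480 q20 s × 4 min; Activity was normalised to no-enzyme and no-compound control wells.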
AMA1-RON2 inh: qHTS for Inhibitors of AMA1-RON; Towards Development of Antimalarial Drug Lead: Primary Screen; Plasmodium falciparum AMA1 (3D7) - RON2 peptide interaction; AlphaScreen AMA1-biotinylated RON2 peptide binding; Potency, µM (top dose mostly 58.2 µM), inactives show at the highest dose activity change, negative = inhibition, hits mostly inhibitors; 360,000 compounds, 0.2% hits;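 note: potency is the fitted concentration of half-maximal effect; 0% = vehicle wells and -100% = peptide control; nearly all actives have a fitted effect of over 45% in size; some results filed as inactive show a strong effect at the top dose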
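AMA1 (3D7) with his tag at 25 nM final met compounds first, then biotinylated RON2 peptide at 25 nM; detection used donor plus acceptor beads, 10 µg/mL apiece, read by AlphaScreen after 30 min at room temperature.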
TbPYK inhibitor: qHTS of Trypanosoma Brucei Inhibitors; pyruvate kinase (Trypanosoma brucei), Q57TT1; TbPYK enzyme, Kinase-Glo Plus ATP luminescence, 45 min; Potency, µM (top dose mostly 76.8 µM), for inactives: at the top dose activity, negative = inhibition, most hits filed as inhibitors; 410,000 compounds, 0.12% hits; note: potency is the fitted concentration of half-maximal effect; nearly all actives have a fitted effect of over 50% in size
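ADP (130 uM final) triggers the TbPYK reaction after compound addition; incubation is 45 min at room temperature. Kinase-Glo Plus is then added and luminescence imaged. Normalized data are fitted to concentration-effect curves.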
AmpC no deterg: qHTS Inhibitors of AmpC Beta-Lactamase (assay without detergent). AID 485341, 2010. Potency, µM (series often up to 57.1 µM), without a hit: top-dose activity change, negative = inhibition, usual class: inhibitors. 330,000 compounds, 0.52% hits. P00811. AmpC nitrocefin hydrolysis, absorbance 480 nm, 0.0001% Triton;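 note: potency is the fitted concentration of half-maximal effect; plate controls were no compound for no effect and no enzyme for full effect; nearly all actives have a fitted effect of over 20% in size; some results filed as inactive show a strong effect at the top dose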
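AmpC (5.3 nM in the dispensed reagent) in 20 mM phosphate pH 7.0 with 0.01% (detergent screen) or 0.0001% Triton X-100 was preincubated with compounds for 15 min at room temperature. Nitrocefin was then added from an 800 uM solution, and hydrolysis was followed at 480 nm.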
LmPK inh: qHTS Assay for Inhibitors of Leishmania Mexicana Pyruvate Kinase (LmPK) | Q27686 | 290,000 compounds, 0.37% hits | purified LmPK, Kinase-Glo ATP luminescence, 1 h | AID 1721, 2009 | Potency, µM (titrated, usually from 57.5 µM), without a hit: top-dose activity change, negative = inhibition, usual class: inhibitors; note: potency is the fitted concentration of half-maximal effect
Target sequence (Q27686 whole entry, looked up): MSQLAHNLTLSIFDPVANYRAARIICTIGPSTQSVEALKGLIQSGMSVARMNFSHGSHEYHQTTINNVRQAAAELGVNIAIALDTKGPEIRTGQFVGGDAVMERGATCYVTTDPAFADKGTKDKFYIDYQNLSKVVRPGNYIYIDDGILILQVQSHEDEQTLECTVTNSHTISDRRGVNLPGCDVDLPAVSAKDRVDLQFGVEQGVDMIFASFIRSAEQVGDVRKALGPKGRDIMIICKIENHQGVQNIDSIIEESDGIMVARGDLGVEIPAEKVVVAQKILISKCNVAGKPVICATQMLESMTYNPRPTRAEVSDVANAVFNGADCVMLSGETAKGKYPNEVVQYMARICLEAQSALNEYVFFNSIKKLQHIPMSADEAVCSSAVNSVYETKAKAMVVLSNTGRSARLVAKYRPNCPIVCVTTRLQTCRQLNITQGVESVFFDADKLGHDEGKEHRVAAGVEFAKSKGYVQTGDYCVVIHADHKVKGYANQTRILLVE
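Kinase-Glo luminescence read after 1 h RT reaction of 0.1 nM LmPK with 0.5 mM PEP and 0.1 mM ADP. Activity scaled between uninhibited and enzyme-free controls.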
* marks the source's active call; other numbers are inactive results; & = joins results of further samples; [ ] = dose if it differs, or a comment. Unless noted, calls come from the whole dose curve; as a rule, active = well fitted curve in the direction sought with a large enough effect; inconclusive = small, poorly fitted or top-dose-only effect, or another doubt; inactive = no such curve, though single readings can be large; an effect the other way counts as inactive or inconclusive. Unless noted, % is set by controls: 0 for no effect and ±100 for the full control effect.

How did CC(C)c1cc(C(=O)NC2CCCCCC2)c2ccccc2n1 do in these assays?
HCMV inh: -15.6; AMA1-RON2 inh: 7.9%; TbPYK inhibitor: -0.5%

Results for CC1(C)CC(=O)C(=CN2CCOCC2)C(=O)C1 ?
Sm TGR block: 7.08µM*; HCMV inh: -7.6; AmpC inh detg: -3.1%; AMA1-RON2 inh: -0.7%; TbPYK inhibitor: -12.2%; AmpC no deterg: 18.3%; LmPK inh: 21.3%

How did Cc1ccc(C)c(OCCC(=O)OCC(=O)N2CCN(c3ccccc3)CC2)c1 do in these assays?
Sm TGR block: -0.4%; HCMV inh: 30.9; AmpC inh detg: inconclusive; AMA1-RON2 inh: -29.1%; TbPYK inhibitor: 2.6%; AmpC no deterg: 118.2%[activator]; LmPK inh: 7.1%

Results for Cc1[nH]n2c(=O)c3c(nc2c1-c1ccc(F)cc1)CCCC3 ?
Sm TGR block: 1.9%; HCMV inh: inconclusive; AmpC inh detg: 4.2%; AMA1-RON2 inh: 3.4%; TbPYK inhibitor: 1.6%; AmpC no deterg: -8.9%; LmPK inh: 1.3%

Results for CC(=O)Nc1cccc(NC(=O)COc2ccc3c(c2)CCC3)c1 ?
Sm TGR block: -0.6%; HCMV inh: -8.9; AmpC inh detg: -9.1%; AMA1-RON2 inh: 5.1%; TbPYK inhibitor: -0.5%; AmpC no deterg: 8.0%

Results for O=C(O)CSc1nnc(-c2ccncc2)n1Cc1ccccc1 ?
Sm TGR block: -2.6%; HCMV inh: 78.7; AmpC inh detg: -0.8%; AMA1-RON2 inh: 9.0%; TbPYK inhibitor: -12.7%; AmpC no deterg: 0.8%; LmPK inh: -0.4%

How did COc1cccc(CN2CC(C(=O)NCCOc3ccccc3)CCC2=O)c1 (stereo unspecified) do in these assays?
Sm TGR block: 0.9%; HCMV inh: -14.7; AmpC inh detg: -2.0%; AMA1-RON2 inh: 0.8%; TbPYK inhibitor: 1.7%; AmpC no deterg: 51.2%; LmPK inh: 8.8%

Results for COc1ccccc1-c1cc2nc(C)c(CCC(=O)NCc3ccc(F)cc3)c(C)n2n1 ?
Sm TGR block: 4.2%; HCMV inh: -33.6; AmpC inh detg: 2.0%; AMA1-RON2 inh: 5.8%; TbPYK inhibitor: -1.7%; AmpC no deterg: 145.0%[activator]; LmPK inh: 6.2%

What do the screens show for `COc1ccc(/C=C2\SC(=O)N(CC(=O)NCCCn3ccnc3)C2=O)cc1`?
Sm TGR block: -21.3%; HCMV inh: -23.6; AmpC inh detg: -6.5%; AMA1-RON2 inh: 4.2%; TbPYK inhibitor: 3.4%; AmpC no deterg: 39.3%; LmPK inh: 3.2%

How did CCC(=O)N1CCc2cc(S(=O)(=O)NC(CC(C)C)C(=O)Nc3cccc(C)c3C)ccc21 (stereo unspecified) do in these assays?
Sm TGR block: 9.2%; HCMV inh: -3.4; AmpC inh detg: 0.5%; TbPYK inhibitor: -1.3%

What do the screens show for `CCCOc1ccc(N2C(=O)CC(NNC(=O)c3ccc(COc4ccccc4)o3)C2=O)cc1` (stereo unspecified)?
Sm TGR block: inconclusive; HCMV inh: -3.3; AmpC inh detg: 2.6%; AMA1-RON2 inh: -5.0%; TbPYK inhibitor: -6.1%; AmpC no deterg: 9.7%; LmPK inh: -0.4%

Results for O=C1CSC2(C(=O)N(Cc3ccccc3F)c3ccccc32)N1c1cccc(C(F)(F)F)c1 (stereo unspecified) ?
Sm TGR block: -2.3%; HCMV inh: -26.7; AmpC inh detg: 6.0%; TbPYK inhibitor: 2.0%

Results for O=C(Cc1ccsc1)NNC(=O)c1ccccc1O ?
Sm TGR block: 1.4%; HCMV inh: -61.4*; AmpC inh detg: 0.0%; AMA1-RON2 inh: 41.9%[activator]; TbPYK inhibitor: -6.4%; AmpC no deterg: -24.1%

Results for CCC(C)NC(=O)CSC1=Nc2ccccc2C2=NC(CC(=O)NCc3ccccc3)C(=O)N12 (stereo unspecified) ?
Sm TGR block: 4.4%; HCMV inh: 11.0; AmpC inh detg: inconclusive; AMA1-RON2 inh: 1.2%; TbPYK inhibitor: 1.3%; AmpC no deterg: -31.6%; LmPK inh: 1.0%

What do the screens show for `COc1ccc(-c2[nH]nc3c2C(c2ccc(OC(=O)N4CCOCC4)cc2)C(C#N)=C(N)O3)cc1` (stereo unspecified)?
Sm TGR block: 2.5%; HCMV inh: -20.2; AmpC inh detg: 2.0%; AMA1-RON2 inh: -6.1%; TbPYK inhibitor: -4.4%; AmpC no deterg: -18.5%; LmPK inh: -1.2%

Results for COc1ccc(-n2cc(-c3ccccc3)c3c(NC4CCCC4)ncnc32)cc1 ?
Sm TGR block: 5.7%; HCMV inh: inconclusive; AmpC inh detg: 12.4%; TbPYK inhibitor: -0.1%

How did CCn1c(Cc2ccccc2)nnc1SCC(=O)Nc1nnc(-c2ccccc2)s1 do in these assays?
Sm TGR block: 13.7%; HCMV inh: -23.3; AmpC inh detg: -16.3%; AMA1-RON2 inh: -1.8%; TbPYK inhibitor: 1.0%; AmpC no deterg: -16.5%; LmPK inh: 2.8%

Results for CN(C(=O)CCNC(=O)Cn1cnc2ccccc2c1=O)c1ccccc1F ?
Sm TGR block: 1.6%&-0.5%; HCMV inh: 7.6&12.4; AmpC inh detg: 2.8%&4.0%; AMA1-RON2 inh: 0.7%; TbPYK inhibitor: -6.9%&0.7%; AmpC no deterg: -4.9%; LmPK inh: -5.8%

How did O=C(CNC(=O)C(c1ccccc1)c1ccccc1)N/N=C/c1ccc(O)cc1O do in these assays?
Sm TGR block: 2.3%; HCMV inh: 57.4; AmpC inh detg: 5.8%; AMA1-RON2 inh: 100.8%[activator]; TbPYK inhibitor: 3.0%; AmpC no deterg: -30.9%; LmPK inh: 12.1%

Results for O=S(=O)(c1ccc2nc(-c3ccco3)c(-c3ccco3)nc2c1)N1CCOCC1 ?
Sm TGR block: 1.58µM*; HCMV inh: 46.0; AmpC inh detg: -18.7%; AMA1-RON2 inh: -29.5%; TbPYK inhibitor: 15.8µM*; AmpC no deterg: 65.1%[activator]; LmPK inh: -5.1%

Results for CCCC(=O)C1=C(O)C(C(=O)OC)C(C)(C)CC1=N (stereo unspecified) ?
Sm TGR block: -22.3%; HCMV inh: -2.7; AmpC inh detg: -4.3%; AMA1-RON2 inh: -1.6%; TbPYK inhibitor: -0.2%; AmpC no deterg: -7.4%; LmPK inh: 0.1%

Results for Cc1cc(N/C=C\c2nnnn2-c2ccccc2)no1 ?
Sm TGR block: -0.2%; HCMV inh: -24.4; AmpC inh detg: -6.1%; AMA1-RON2 inh: 4.6%; TbPYK inhibitor: 2.0%; AmpC no deterg: -30.1%; LmPK inh: 2.4%

Results for O=c1[nH]c2cc3c(cc2cc1CN(Cc1nnnn1CC1CCCO1)C1CCCC1)OCO3 (stereo unspecified) ?
Sm TGR block: 25.1µM*; HCMV inh: -11.4; AmpC inh detg: -5.0%; AMA1-RON2 inh: 0.0%; TbPYK inhibitor: 4.0%; AmpC no deterg: 0.4%; LmPK inh: 0.9%

Results for CN(c1ccccc1)S(=O)(=O)c1cccc(C(=O)NCCc2c[nH]c3ccccc23)c1 ?
HCMV inh: -23.0; AMA1-RON2 inh: -9.0%; TbPYK inhibitor: 4.8%

Results for C=CCOC(=O)CCC(=O)Nc1cc(OC)nc(OC)n1 ?
Sm TGR block: -26.7%; HCMV inh: -20.8; AmpC inh detg: -0.7%; AMA1-RON2 inh: 9.5%; TbPYK inhibitor: -7.5%; AmpC no deterg: 2.6%; LmPK inh: 1.7%

How did COc1ccc(C(=O)NC(=S)NCCO)cc1Br do in these assays?
Sm TGR block: 0.1%; HCMV inh: 55.8; AmpC inh detg: 1.9%; AMA1-RON2 inh: 10.7%; TbPYK inhibitor: -1.1%; AmpC no deterg: -13.3%; LmPK inh: 0.9%

What do the screens show for `O=C(Cn1ncc2c3ccccc3n(Cc3ccccc3)c2c1=O)NC1CCCCCC1`?
Sm TGR block: -5.1%; HCMV inh: 12.7; AmpC inh detg: 4.4%; TbPYK inhibitor: 1.1%

Results for O=C(NNC(=S)Nc1ccccc1Cl)c1ccccc1Cl ?
Sm TGR block: -1.3%; HCMV inh: 155.6; AmpC inh detg: 2.1%; AMA1-RON2 inh: 43.5%[activator]; TbPYK inhibitor: -8.4%; AmpC no deterg: -32.0%; LmPK inh: -3.8%

Results for COC(=O)c1ccc(CSc2ccc3nnc(-c4ccc(F)cc4)n3n2)o1 ?
Sm TGR block: -21.5%; HCMV inh: 39.7; AmpC inh detg: -0.9%; AMA1-RON2 inh: -2.1%; TbPYK inhibitor: -2.9%; AmpC no deterg: -21.3%; LmPK inh: 7.2%[11.5 µM]

How did Cc1cccc(N(CC(=O)NC2CCCCC2)C(=O)Cn2nnc(-c3ccc(C)o3)n2)c1 do in these assays?
Sm TGR block: -12.3%; HCMV inh: -24.2; AmpC inh detg: -4.5%; AMA1-RON2 inh: 0.4%; TbPYK inhibitor: -5.3%; AmpC no deterg: 1.9%; LmPK inh: 2.6%

Results for Cc1cc(C)c2c(N)c(C(=O)Nc3ccc(C)c(C)c3)sc2n1 ?
Sm TGR block: 0.0%; HCMV inh: 189.1; AmpC inh detg: -7.5%; AMA1-RON2 inh: 10.1%; TbPYK inhibitor: -2.7%; AmpC no deterg: 23.2%; LmPK inh: 2.5%

How did Cc1ccc(NC(=O)C(NC2CCCc3ccccc32)c2ccccc2)c([N+](=O)[O-])c1 (stereo unspecified) do in these assays?
Sm TGR block: 6.5%; HCMV inh: -13.7; AmpC inh detg: -1.0%; AMA1-RON2 inh: -15.4%[2.32 µM]; TbPYK inhibitor: -0.7%; AmpC no deterg: -11.3%; LmPK inh: -4.2%

How did CC(=O)c1cccc(NC(=O)NC2CCCCCCC2)c1 do in these assays?
Sm TGR block: 0.0%; HCMV inh: 15.9; AmpC inh detg: inconclusive; AMA1-RON2 inh: 9.2%; TbPYK inhibitor: -5.8%; AmpC no deterg: -40.8%; LmPK inh: 1.5%
